Assay outcomes (PubChem)
MCL1 BIM primary: inhibitors of MCL1 binding to BIM-BH3, primary screen, biochemical, fluorescence polarization | inhibition, % at 10.9 µM | hit rate 0.68% among 320,000 | Induced myeloid leukemia cell differentiation protein Mcl-1 (Homo sapiens), Q07820 | GST-MCL1 / FITC-Bim-BH3 fluorescence polarization | AID 2057, 2009;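 active means inhibition above the mean inhibition of all tested compounds plus 3 SD, set per campaign, cut at about 40% in these data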;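 further: 0% = DMSO wells and 100% = unlabeled Bim-BH3 peptide control; higher means more loss of mP so more displacement of Bim peptide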
VLA-4 inh: inhibition in human VLA-4 binding assay, primary screen, VLA-4 allosteric modulator project, MLPCN library, flow cytometry, VLA-4 expressing cells. Integrin alpha-4 (Homo sapiens), P13612. ligand binding flow cytometry. inhibition, % (about 7 µM as worked out from the volumes in the protocol). hit rate 0.2% among 330,000. AID 2557, 2010; in the data active means inhibition above about 50%
MEX-5 binding: MEX-5 zinc finger RNA-binding disruptors – biochemical, C. elegans, fluorescence polarization, MLPCN library, primary screen. Zinc finger protein mex-5 (Caenorhabditis elegans), Q9XUB2. activity score (negative = inhibition of binding), % at 10 µM. MEX-5/FITC-TCR2 RNA binding; stronger effect = lower value. hit rate 0.38% among 300,000;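 active means inhibition past about -25% in most replicates, and total fluorescence under double the plate's negative control median, limit read from the data; inconclusive means replicates evenly split on the limit, or fluorescence at least double controls; inactive means too little inhibition in most replicates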;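 further: 0% = DMSO and -100% = 5 µM competing unlabeled TCR2 RNA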
AGP1 TOR yeast: modulators of AGP1-GFP expression in yeast TOR pathway, primary screen, cell-based, multiplex flow cytometry, S. cerevisiae, MLPCN library; 3 h; GFP as percent of DMSO wells; GFP response vs DMSO, % at 10 µM; hit rate 0.02% among 320,000;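 active means GFP response relative to DMSO above a set limit, near screen average plus 3 SD, cut at about 150% in these data; inconclusive means fewer than 70 cells counted for the yeast strain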;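 further: median GFP channel fluorescence of the gated AGP1 strain per well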
GRK2 inh: compounds blocking aptamer binding on GRK2 – biochemical, human GRK2, bead flow cytometry, HTS, primary screen; AID 488847, 2010; Beta-adrenergic receptor kinase 1 (Homo sapiens), P25098; FAM-aptamer displacement from GRK2; inhibition of aptamer binding, % at 10 µM; hit rate 0.59% among 330,000;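 active means inhibition of aptamer binding above 40%, roughly 3 SD of noise, on plates passing a quality check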;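 further: median bead fluorescence of bound FAM aptamer so fluorescent compounds give negative values; no value below 0 was filed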
Target sequence (P25098 whole entry, looked up): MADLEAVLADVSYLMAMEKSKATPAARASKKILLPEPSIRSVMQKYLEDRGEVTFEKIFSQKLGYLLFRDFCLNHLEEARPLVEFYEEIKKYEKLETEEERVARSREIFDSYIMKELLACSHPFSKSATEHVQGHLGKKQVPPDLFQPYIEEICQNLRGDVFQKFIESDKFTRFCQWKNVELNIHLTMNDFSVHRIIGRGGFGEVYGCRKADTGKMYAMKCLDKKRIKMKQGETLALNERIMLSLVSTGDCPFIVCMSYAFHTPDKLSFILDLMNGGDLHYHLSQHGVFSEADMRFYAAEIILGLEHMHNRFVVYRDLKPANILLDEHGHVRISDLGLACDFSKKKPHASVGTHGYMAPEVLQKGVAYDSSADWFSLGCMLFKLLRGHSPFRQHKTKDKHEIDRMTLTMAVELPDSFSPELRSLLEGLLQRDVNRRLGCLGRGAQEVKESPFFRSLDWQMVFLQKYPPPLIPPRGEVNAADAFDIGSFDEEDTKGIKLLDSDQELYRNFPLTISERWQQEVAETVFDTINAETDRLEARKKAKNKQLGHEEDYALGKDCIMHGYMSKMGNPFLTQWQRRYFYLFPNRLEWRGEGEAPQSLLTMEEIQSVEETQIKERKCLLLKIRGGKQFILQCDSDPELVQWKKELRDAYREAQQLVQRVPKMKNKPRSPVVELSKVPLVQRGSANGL
CIT2-GFP yeast: modulators of CIT2-GFP expression in yeast, primary screen, S. cerevisiae, GFP fusion, multiplex flow cytometry, MLPCN library | S. cerevisiae CIT2-GFP strain, 3 h; 100 means same as DMSO wells | GFP response vs DMSO, % at 10 µM | hit rate 0.065% among 320,000 | AID 2029, 2009;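 active means GFP response relative to DMSO above a set limit, near the screen mean plus 3 SD, cut at about 150% in these data; inconclusive means Fewer than 70 cells measured for a yeast strain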;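 further: ratio of well median GFP fluorescence to mean of DMSO wells on the plate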
GLD-1 RNA inh: GLD-1/TGE RNA complex disruptors, primary screen, biochemical, fluorescence polarization; inhibition, % at 5.96 µM; Female germline-specific tumor suppressor gld-1 (Caenorhabditis elegans), Q17339; AID 2280, 2010; purified GLD-1 + fluorescein TGE RNA; hit rate 0.44% among 320,000;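 active means percent inhibition above a per-plate cutoff, the plate mean of test compounds plus 3 SD, cut at about 30% in these data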;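 further: 0% = DMSO wells with GLD-1 and probe and 100% = wells lacking GLD-1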
Fam108B counter: mouse Fam108B serine hydrolase inhibitors, primary screen, counter-screen for RBBP9 inhibitor project, biochemical, fluorescence polarization. hit rate 0.33% among 300,000. inhibition, % at 9.51 µM. recombinant Fam108B, FP-Rh probe fluorescence polarization. AID 1947, 2009;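 active means inhibition above the screen mean inhibition plus 3 SD, computed separately per campaign, cut at about 18% in these data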;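 further: inhibitors lower polarization as less probe binds the enzyme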
Bcl-xL primary: inhibitors of human Bcl-xL, primary screen, biochemical, fluorescence polarization, HTS. Bcl-2-like protein 1 (Homo sapiens), Q07817. GST-Bcl-xL / FITC-Bim BH3 peptide fluorescence polarization. inhibition, % at 10.9 µM. hit rate 0.7% among 320,000. AID 2129, 2009;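 active means inhibition above the mean of all tested compounds plus 3 SD, cutoff set per campaign, cut at about 30% in these data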;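 further: 0% = DMSO wells and 100% = unlabeled Bim-BH3 peptide competitor; inhibitors lower millipolarization by displacing the labeled peptide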
Target sequence (Q07817 whole entry, looked up): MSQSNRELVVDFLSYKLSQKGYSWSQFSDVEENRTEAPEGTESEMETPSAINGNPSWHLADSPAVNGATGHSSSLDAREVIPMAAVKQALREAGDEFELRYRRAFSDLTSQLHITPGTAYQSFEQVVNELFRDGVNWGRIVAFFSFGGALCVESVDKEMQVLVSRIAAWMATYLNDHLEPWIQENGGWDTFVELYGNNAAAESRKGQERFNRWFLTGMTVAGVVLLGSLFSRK
* hit, by the source's call; ? = inconclusive; nt = not tested or not shown.

SMILES	MCL1 BIM primary	VLA-4 inh	MEX-5 binding	AGP1 TOR yeast	GRK2 inh	CIT2-GFP yeast	GLD-1 RNA inh	Fam108B counter	Bcl-xL primary
Cc1ccc(NC(Cc2cc(C)no2)c2ccccc2)cc1 (centres undefined)	8	-4	-2.3	100	0	83	6	0	-3
COc1ccc(C(=O)NCc2cnn(C)c2C)cc1OC1CCN(C(C)C)CC1	4	2	-1.1	90	0	nt	4	3	3
COCCCNC(=O)c1ccc(N2CCOCC2)c(NS(=O)(=O)c2ccc(OC)cc2)c1	-2	6	2.0	101	0	99	-2	-2	3
N#Cc1c(-c2ccco2)cc(C2CC2)nc1N	-7	10	2.6	81	0	94	-3	1	3
COc1ccc(NC(=O)COC(=O)CCCC2=NS(=O)(=O)c3ccccc3N2)cc1	6	5	-3.9	105	1	107	6	1	0
N#Cc1cccc(NC(=O)C2SC(=Nc3ccccc3)C(C(=O)N3CCOCC3)=C2N)c1 (centres undefined)	-1	-9	0.0	117	2	123	2	1	1
CSc1ccc(/C=C2\C(=N)N3N=C(CC(=O)N4CCCCC4)SC3=NC2=O)cc1	0	7	2.2	97	0	102	-15	-7	3
CC(C)Cn1c(N)c(C(=O)COC(=O)[C@H](C)NC(=O)c2ccccc2Cl)c(=O)n(C)c1=O	2	7	1.6	103	2	101	7	1	2
COc1ccc(NC(=O)CSc2nnc3n2CCCCC3)cc1	2	-1	-0.4	92	2	101	3	3	9
COCCN(Cc1cc2cc(C)ccc2n2nnnc12)C(=S)Nc1cccc(C)c1	10	-10	-0.2	90	0	91	-1	-4	7
CNCCC1Sc2ccccc2Oc2ccccc21 (centres undefined)	4	8	2.2	100	0	108	9	4	3
COC(CNC(=O)c1ccc(Cn2c(=S)[nH]c3cc4c(cc3c2=O)OCO4)cc1)OC	-20	-8	3.3	108	0	106	6	3	-17
O=C(NNS(=O)(=O)c1ccccc1F)c1cccc(S(=O)(=O)N2CCOCC2)c1	5	3	-2.1	97	1	99	8	6	5
S=C(Nc1ccccc1)Nc1nc2ccccc2n1CCOc1ccc(Cl)cc1	0	21	2.9	92	0	93	6	1	-2
CCOC(=O)c1ccc(NC(=S)N(CCCN(CC)CC)Cc2ccco2)cc1	9	-5	0.3	91	0	86	-5	0	1
CCOc1ccc(-c2cc(N3C(=O)Nc4ccccc4N3O)n[nH]2)cc1	-2	1	2.3	102	0	99	10	-3	-1
CC(C)c1ccc(NC(=O)c2cccnc2)cc1	-1	5	-3.6	91	0	94	8	-3	-2
Nc1c(C(=O)CSc2nccn2-c2cccc(F)c2)c(=O)[nH]c(=O)n1C1CC1	-4	0	nt	111	0	92	0	nt	-4
Cn1ncc2c(N3CCN(c4ccccc4F)CC3)ncnc21	-15	6	1.2	94	0	87	-1	-4	-8
COc1ccc(OCCSc2nc3ccccc3n2CC(=O)O)cc1	3	16	-1.4	98	0	94	2	3	2
CCC1CCc2c(sc(N)c2C(N)=O)C1 (centres undefined)	10	8	1.2	101	3	98	6	0	9
Clc1ccc(CN2CCN(c3ccccc3)CC2)cn1	1	3	1.4	98	0	96	-3	1	0
O=C(O)c1cc(S(=O)(=O)N2CCOCC2)ccc1N1CCOCC1	10	-8	0.9	101	2	102	-3	1	4
Cc1cc(-c2nnnn2-c2ccc(F)cc2)no1	8	25	nt	104	1	104	-7	-2	3
CCCCN(C(=O)NC(=O)Nc1c(C)cc(C)cc1C)S(C)(=O)=O	7	2	1.0	102	1	100	2	-1	6

Ordered by the number under AGP1 TOR yeast (rising): some entries from above.
smiles,AGP1 TOR yeast
COc1ccc(NC(=O)CSc2nnc3n2CCCCC3)cc1,92
Cn1ncc2c(N3CCN(c4ccccc4F)CC3)ncnc21,94
O=C(NNS(=O)(=O)c1ccccc1F)c1cccc(S(=O)(=O)N2CCOCC2)c1,97
COCCCNC(=O)c1ccc(N2CCOCC2)c(NS(=O)(=O)c2ccc(OC)cc2)c1,101
CCOc1ccc(-c2cc(N3C(=O)Nc4ccccc4N3O)n[nH]2)cc1,102
CC(C)Cn1c(N)c(C(=O)COC(=O)[C@H](C)NC(=O)c2ccccc2Cl)c(=O)n(C)c1=O,103

Remaining list, next part
SMILES	MCL1 BIM primary	VLA-4 inh	MEX-5 binding	AGP1 TOR yeast	GRK2 inh	CIT2-GFP yeast	GLD-1 RNA inh	Fam108B counter	Bcl-xL primary
O=c1c2ccccc2nc(/C=C/c2cc(Br)ccc2O)n1CCCO	6	-104	-3.1	91	3	93	4	-5	6
COc1ccc(S(=O)(=O)N2CCOCC2)cc1NC(=O)COc1ccccc1	5	25	0.7	104	3	109	11	0	1
Cc1nc2ccc(NC(=O)c3ccc(N4C(=O)CCC4=O)cc3)cc2s1	-9	5	-1.5	113	0	98	4	1	2
CC(=O)Nc1ccc(NC(=O)CN2C(=O)NC3(CCCCCCC3)C2=O)cc1	nt	6	nt	99	0	108	-3	nt	nt
Cc1nc(N2CCOCC2)c2c3c(sc2n1)CCC3	7	4	0.7	101	0	85	2	-4	4
O=C(CCC1CCCN(C(=O)Cn2cnnn2)C1)NCc1ccc(F)c(F)c1 (centres undefined)	6	-20	-1.1	87	0	105	7	1	8
CCOc1cc(C2C(C(=O)O)c3cc(OCC)c(OCC)cc3C(=O)N2C)ccc1O (centres undefined)	2	-12	0.0	99	0	104	0	5	3
O=C(Nc1nnc(C2CC2)s1)C1CC(=O)N(c2ccc3c(c2)OCCO3)C1 (centres undefined)	4	23	0.2	102	18	99	-4	5	5
CC(OC(=O)c1ccccc1CCc1ccccc1)C(N)=O (centres undefined)	10	3	0.9	?	0	?	-5	10	7
CC(C)CC(=O)NC(c1ccccc1)c1c(O)ccc2ccccc12 (centres undefined)	6	-10	0.8	96	20	103	7	0	-3
Cc1cccc(C(=O)NN2C(=O)C3C(c4ccccc4)C=CC(c4ccccc4)C3C2=O)c1 (centres undefined)	4	8	2.4	107	0	101	2	-11	4
O=S1(=O)CCOC[C@H](Cc2ccccc2)N1Cc1ccccc1F	-3	-7	0.3	94	5	94	5	0	-1
CC1=CC(C2CC(=O)N(c3ccccc3C)C2=O)CC2C(=O)N(c3ccccc3C)C(=O)C12 (centres undefined)	0	-5	2.2	92	0	89	5	-1	4
COc1ccc(S(=O)(=O)N2CCC(C(=O)Nc3ccccc3N3CCCC3)CC2)cc1OC	4	-13	1.0	96	4	nt	3	5	5
COc1ccc(CNC(=S)NCc2ccc(OC(C)C)cc2)cc1	19	0	-0.1	100	1	103	6	2	4
CCC(=O)Nc1cccc(-n2nnnc2SCC(=O)c2ccc(C)c(C)c2)c1	7	41	0.0	99	1	104	4	-8	3
COc1ccc(/C=C2\SC(=S)N(CCC(=O)Nc3ccc(C(=O)O)cc3)C2=O)cc1	1	16	0.3	99	2	95	7	1	4
COc1ccc(CC(=O)N2CC(C)CC(C)C2)cc1 (centres undefined)	-3	4	-1.8	86	0	88	-3	1	5
CS(=O)(=O)c1ccccc1-c1nnc(NC(=O)C2=COCCO2)o1	6	-1	-2.2	118	0	112	0	-1	-1
O=C(COc1ccccc1C(=O)NCc1ccccn1)Nc1ccc(Br)cc1	3	0	-0.6	102	0	82	-2	0	-2
CCNC(=S)N(CCCN(C)C)Cc1cc2cc3c(cc2[nH]c1=O)OCCO3	-17	0	1.9	100	4	99	-1	-2	-5
NC(=O)CC(NC(=O)c1ccccc1)c1ccc(NCC2CC2)c([N+](=O)[O-])c1 (centres undefined)	5	6	2.5	84	4	78	6	0	2
Cc1cc(C)c2c(NC(=S)Nc3ccccc3)n[nH]c2n1	13	-1	-0.7	98	2	97	-2	-2	10
CC(O)CNc1nc2ccccc2n1CC(=O)NCC(F)(F)F (centres undefined)	-14	-5	-2.0	109	1	101	-4	0	1
COc1ccc(C2CC2C(C)=O)cc1 (centres undefined)	-2	8	-2.1	93	1	89	-4	-1	6

Arranged by number of heavy atoms (highest first): some entries from above
SMILES	MCL1 BIM primary	VLA-4 inh	MEX-5 binding	AGP1 TOR yeast	GRK2 inh	CIT2-GFP yeast	GLD-1 RNA inh	Fam108B counter	Bcl-xL primary
Cc1cccc(C(=O)NN2C(=O)C3C(c4ccccc4)C=CC(c4ccccc4)C3C2=O)c1 (centres undefined)	4	8	2.4	107	0	101	2	-11	4
CC(=O)Nc1ccc(NC(=O)CN2C(=O)NC3(CCCCCCC3)C2=O)cc1	nt	6	nt	99	0	108	-3	nt	nt
O=S1(=O)CCOC[C@H](Cc2ccccc2)N1Cc1ccccc1F	-3	-7	0.3	94	5	94	5	0	-1

Other results follow.
SMILES	MCL1 BIM primary	VLA-4 inh	MEX-5 binding	AGP1 TOR yeast	GRK2 inh	CIT2-GFP yeast	GLD-1 RNA inh	Fam108B counter	Bcl-xL primary
CC(=O)Nc1ccccc1OCC(=O)c1ccc2c(c1)OCO2	-3	14	3.4	104	0	99	5	-4	0
CC(C)C(=O)Nc1cccc(NC(=O)c2cc3ccccc3o2)c1	2	1	1.4	97	0	92	6	0	2
CNC(=O)c1c(NC(=O)c2cc(-c3cc(C)c(C)cc3O)n[nH]2)sc2c1CCCC2	5	13	-0.8	109	2	101	-1	-1	1
CC(NC(=O)c1noc2c1CCCC2)c1ccccc1 (centres undefined)	1	0	0.1	96	1	92	-6	1	3
COc1ccc(NC(=O)CN(CC(=O)Nc2ccc(OC)cc2)C(C)(C)CO)cc1	1	-15	-2.3	104	0	104	-3	3	1
COc1ccc(C(=O)C2CCCN(Cc3ccc(C#CCCO)cc3)C2)c(OC)c1 (centres undefined)	11	11	2.8	100	0	97	-4	-3	10
CCCCN1C(=O)/C(=C/C=C2/CC(C)(C)CN2C)SC1=S	-233	-26	?	94	1	97	-224	3	-90
CCCS(=O)(=O)C/C(N)=N/OC(=O)c1ccc(Cl)cc1	6	1	-2.4	96	2	96	6	2	3
O=[N+]([O-])c1ccc(O)c(/C=N/Nc2ccc(Cl)nn2)c1	8	4	1.0	89	1	82	-4	3	2
COC(=O)c1ccc(-c2nc(O)c3cnccn23)cc1	3	2	1.7	?	0	?	-12	0	8

In the list so far, these have a COOH group:
SMILES	MCL1 BIM primary	VLA-4 inh	MEX-5 binding	AGP1 TOR yeast	GRK2 inh	CIT2-GFP yeast	GLD-1 RNA inh	Fam108B counter	Bcl-xL primary
COc1ccc(OCCSc2nc3ccccc3n2CC(=O)O)cc1	3	16	-1.4	98	0	94	2	3	2
O=C(O)c1cc(S(=O)(=O)N2CCOCC2)ccc1N1CCOCC1	10	-8	0.9	101	2	102	-3	1	4
CCOc1cc(C2C(C(=O)O)c3cc(OCC)c(OCC)cc3C(=O)N2C)ccc1O (centres undefined)	2	-12	0.0	99	0	104	0	5	3
COc1ccc(/C=C2\SC(=S)N(CCC(=O)Nc3ccc(C(=O)O)cc3)C2=O)cc1	1	16	0.3	99	2	95	7	1	4
